# Vif inh – HIV Vif self-association inhibitors, primary screen, imaging, HEK293T, single point; HEK293T cells, Vif self-association by quenched fluorescence, 24 h; inhibition, % at 7.49 µM; hit rate 0.35% among 340,000; AID 602346, 2012; in the data active = inhibition above about 50%, passing the limit was not always enough; inconclusive = no clear call, values can overlap the other calls; inactive = below about 31%; note: some results filed as inactive read as strong as hits
# HTR2A ag – mouse Htr2a agonists via beta-arrestin recruitment, primary screen, cell-based, luminescence | hit rate 0.66% among 360,000 | AID 624169, 2012 | activation, % at 7.6 µM | CHO-K1 mHTR2A beta-arrestin complementation; percent of 30 µM serotonin response;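 active = activation above a run cutoff, the mean activation of all tested compounds plus 3 SD, cut at about 14% in these data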;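 note: 0% = plate median of compound wells and 100% = 30 µM serotonin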
# Target sequence (P35363 whole entry, looked up): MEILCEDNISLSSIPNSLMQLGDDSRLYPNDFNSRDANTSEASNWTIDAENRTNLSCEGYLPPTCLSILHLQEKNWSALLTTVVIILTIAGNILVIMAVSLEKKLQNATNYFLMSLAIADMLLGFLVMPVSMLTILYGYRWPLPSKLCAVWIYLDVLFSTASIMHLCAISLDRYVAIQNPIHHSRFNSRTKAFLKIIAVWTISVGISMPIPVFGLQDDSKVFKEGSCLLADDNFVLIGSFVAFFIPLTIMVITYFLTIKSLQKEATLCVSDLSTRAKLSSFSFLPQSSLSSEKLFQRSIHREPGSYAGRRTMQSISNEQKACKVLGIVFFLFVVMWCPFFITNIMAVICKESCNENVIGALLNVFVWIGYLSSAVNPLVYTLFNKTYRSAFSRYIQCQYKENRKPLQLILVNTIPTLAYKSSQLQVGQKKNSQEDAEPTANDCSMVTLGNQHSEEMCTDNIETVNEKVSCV
# N-glyco inh – increase of ERlucT glycosylation luciferase signal, primary screen, N-linked glycosylation inhibitor project, D54 ERlucT cells, luminescence, set 2. D54 ERlucT glycosylation luciferase reporter, 24 h; percent of 100 nM tunicamycin response. reporter increase, % at 12.5 µM. hit rate 0.23% among 360,000. AID 588692, 2011;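 active = mean luciferase reporter signal, scaled so untreated is 0 and the glycosylation-blocking control 100, at or above a set limit in every replicate; inconclusive = mean reaches the limit but not every replicate does; inactive = mean below the limit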;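 note: luciferase carries N-glycosylation sites so blocking glycosylation raises the light; 0% = median of neutral control wells and 100% = median of 100 nM tunicamycin wells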
# CaV13 ICDI inh – Primary screen for inhibitors of IQ motif and Ca2+-dependent inactivation inhibitor domain binding in CACNA1D, Förster resonance energy transfer in living cells, … | hit rate 0.098% among 340,000 | AID 743397 | HEK cells, CFP/YFP FRET ICDI-IQ, plate reader, 10 min; percent FRET-ratio fall versus neutral wells | inhibition, % at 12.3 µM;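 active = mean replicate inhibition of at least 30% and at least 1% of replicates passing that level; inconclusive = only one of the two criteria is met; inactive = neither criterion is met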;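 note: 0% = median of the neutral control wells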
# PDI inh – inhibitors of human PDI, primary screen, biochemical, turbidity, single point, plate reader; PDI insulin aggregation turbidity, A650, 90 min; inhibition, % at 10 µM; hit rate 0.052% among 350,000; AID 588391, 2011;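 active = mean inhibition across replicates of 30% or more, whatever share of single replicates reach that level; inconclusive = mean inhibition below 30% while every single replicate reaches 30%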;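 note: absorbance from insulin aggregation driven by PDI reduction with DTT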
# Target sequence (P07237 whole entry, looked up): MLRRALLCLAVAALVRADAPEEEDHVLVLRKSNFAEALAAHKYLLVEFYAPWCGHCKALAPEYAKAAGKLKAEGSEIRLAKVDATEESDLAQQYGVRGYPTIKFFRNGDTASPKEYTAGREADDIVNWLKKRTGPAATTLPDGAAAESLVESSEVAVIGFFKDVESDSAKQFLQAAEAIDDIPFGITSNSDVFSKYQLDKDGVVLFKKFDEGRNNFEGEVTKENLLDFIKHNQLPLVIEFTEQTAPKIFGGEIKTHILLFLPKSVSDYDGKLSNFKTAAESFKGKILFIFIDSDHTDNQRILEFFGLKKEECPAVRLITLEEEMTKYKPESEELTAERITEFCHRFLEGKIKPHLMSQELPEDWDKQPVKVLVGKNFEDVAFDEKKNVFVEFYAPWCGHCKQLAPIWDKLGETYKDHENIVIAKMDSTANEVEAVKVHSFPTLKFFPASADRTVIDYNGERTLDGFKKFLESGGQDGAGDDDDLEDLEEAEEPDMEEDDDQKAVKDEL
# Granule exo inh – LAMP-1 surface exposure blockers, TALL-104 cells – cell-based, flow cytometry, MLPCN library, primary screen; TALL-104 LAMP-1 surface exposure; cells stimulated with thapsigargin and PMA; AID 651702, 2012; hit rate 0.66% among 360,000; inhibition, % at 10 µM;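 active = inhibition above about 55%, limit read from the data; inconclusive = no clear call, values can overlap the other calls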
# Cardio protect – cardioprotection against H2O2-induced cell death, primary screen, uHTS, H9c2 cells, ATPLite luminescence | H9c2 cardiomyocytes, H2O2 injury protection, 2 h | protection from H2O2 cell death, % at 20 µM | hit rate 0.63% among 360,000 | AID 588492, 2011;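 active = compounds giving at least 50% protection of heart cells from peroxide-induced death in the single-dose screen, raw or plate-pattern-corrected value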;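 note: 0% = DMSO wells with peroxide and 100% = DMSO wells without peroxide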
# aDG glyco act – activators of alpha-DG glycosylation, primary screen, uHTS, Pro5-aDG cells, AlphaScreen. hit rate 0.22% among 360,000. alpha-DG glycosylation AlphaScreen (IIH6); 0% Pro5, 100% B10-LARGE cell signal. AID 624168, 2012. activation, % at 10 µM;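 active = activation of at least 8% versus controls, or a plate z-score of at least 8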;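 note: Pro5 are CHO cells carrying HIG-tagged alpha-DG that lacks glycosylation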
# ABCB6 inh MLPCN – ABCB6 transporter inhibitors, primary screen, K562-ABCB6 cells, flow cytometry, MLPCN library | fluorescence ratio to DMSO, % at 10 µM | K562-ABCB6 porphyrin accumulation, 1 h; active compounds read low | hit rate 0.19% among 360,000;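 active = fluorescence ratio to DMSO below 75%, the collection mean minus 3 SD; inconclusive = too few cells collected in the well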;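 note: signal is porphyrin accumulated inside mitochondria; 100% equals median channel fluorescence of DMSO control wells; lower ratio means ABCB6 inhibition with less porphyrin fluorescence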
# iPSC survival up – enhancers of single-cell hiPSC survival, primary screen, ATPlite luminescence; survival enhancement, % at 20 µM; hit rate 0.044% among 360,000; AID 602274, 2012; 100% = ROCK inhibitor wells, 0% = DMSO; in the data active = survival enhancement above about 18%;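 note: cells exposed to compounds for 16 hours before the ATP read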
# * hit, by the source's call; ? = inconclusive; · = not tested or not shown.
mol,Vif inh,HTR2A ag,N-glyco inh,CaV13 ICDI inh,PDI inh,Granule exo inh,Cardio protect,aDG glyco act,ABCB6 inh MLPCN,iPSC survival up
COc1cc(CC(=O)N(CC(C)C)C2CCS(=O)(=O)C2)cc(OC)c1OC (centres undefined),30,2,0,-4,0,30,7,0.2,105,-3.3
Nc1ccc2[nH]c(=S)[nH]c2c1,12,1,-1,-10,1,14,2,-0.1,101,-1.3
O=C(Nc1cc(C(F)(F)F)ccc1F)C1CCCC1,4,4,0,-5,-13,0,-5,0.0,99,-1.1
O=[N+]([O-])c1ccc(NCCCN2CCOCC2)c([N+](=O)[O-])c1,-3,-1,1,2,13,2,-4,-0.2,104,2.1
O=C(Nc1ccc(C(=O)O)cc1)/C(=C\C=C\c1ccccc1)NC(=O)c1cccc(Br)c1,-2,0,-1,-10,-1,-3,6,0.1,110,-0.7
CC(CNC(=O)CN(C)CC(=O)Nc1ccccc1Br)c1ccccc1 (centres undefined),2,4,1,-4,1,-2,-1,0.0,99,-0.3
Cc1ccc(NC(=O)CN(C)C(=O)c2ccc(Sc3nncn3C)c([N+](=O)[O-])c2)cc1,-4,-4,3,-3,4,-6,10,-0.2,92,0.8
CCn1nc(C)c(Br)c1-c1nc(-c2ccc(C)cc2)no1,35,-4,0,-4,2,-23,-11,0.0,94,-0.3
CS(=O)(=O)c1ccc2nc(NC(=O)C3CC3)sc2c1,-9,9,-1,-5,-5,4,3,-0.1,93,-0.6
CC1(C)CC(=O)C2=C(C1)N(Cc1ccco1)C(=O)NC2(C(F)(F)F)C(F)(F)F,54*,-6,1,·,6,-2,12,0.1,98,-1.0
Cc1cc2n(n1)SC(Nc1ccccc1)N2 (centres undefined),-5,2,2,-5,-3,0,-6,-0.1,94,-0.6
CC(C)(C)c1ccc(C(=O)NC(=S)N2CCCC2)cc1,?,-5,0,·,8,-2,-2,-0.1,102,-0.5
COc1ccc(Br)cc1CN1CCN(C(=O)c2cccc(F)c2)CC1,·,-10,1,-20,8,22,-5,0.1,91,-0.5
CC1(CCCN2C(=O)c3ccccc3C2=O)OCCO1,-2,-2,-1,-19,8,-8,-3,0.0,99,-0.6
O=C(Nc1cc([N+](=O)[O-])ccc1Cl)C1CC1,-4,2,-2,-3,-3,4,-2,0.3,104,0.3
Cc1ccc2cccc(SCC(=O)NCc3ccco3)c2n1,-3,1,1,-5,-8,0,-1,0.2,102,4.3
CN1C(=O)/C(=C/c2ccc(OCc3cccc(F)c3)cc2)NC1=S,-5,-7,-3,-20,-11,-10,-12,0.0,95,-0.7
Cc1noc(C)c1CN(C(=S)NC1CC2CCC1C2)c1ccccc1 (centres undefined),-1,-2,-2,3,0,-4,-1,-0.1,97,-1.3
CCOC(=O)c1c(C)[nH]c(-c2csc(C)n2)c1C,-3,0,0,-1,0,-2,-10,-0.1,99,-0.5
Cc1ccc(-n2nc3c(c2NC(=O)c2ccco2)CS(=O)(=O)C3)cc1,2,2,1,-3,5,-20,-1,1.0,102,-0.4

mol,Vif inh,HTR2A ag,N-glyco inh,CaV13 ICDI inh,PDI inh,Granule exo inh,Cardio protect,aDG glyco act,ABCB6 inh MLPCN,iPSC survival up
COc1ccc(Cl)cc1S(=O)(=O)Nc1ccncc1,-1,12,2,7,-2,-1,5,0.0,95,1.1
S=C(NCc1ccccc1)NC1CCCCC1,-2,-4,-1,3,-1,2,-2,-0.2,265,-1.2
COc1ccc(C(=O)Nc2ccccc2-c2ccccc2)cc1Cl,-2,-2,0,-5,-6,-6,-4,0.5,97,-0.2
COc1ccc(C)cc1NC(=O)CN1C(=O)COc2ccc(S(=O)(=O)N3CCOCC3)cc21,-3,-8,1,-16,-2,1,3,0.3,93,0.0
CCc1ccc(S(=O)(=O)Nc2ccc(-c3ccc4nncn4n3)cc2)s1,-1,8,-1,-14,-3,-2,9,0.1,101,-0.2
CCOc1ccccc1C(=O)Nc1cnn(Cc2ccc(F)cc2)c1,-10,2,-2,-9,7,2,-3,0.2,95,-1.7
CCCOc1ccc(C(=O)Nc2ccc(S(=O)(=O)N3C[C@@H]4C[C@@H](C3)c3cccc(=O)n3C4)cc2)cc1,3,3,-8,·,·,0,-1,0.2,97,2.5
COC(=O)CCC(=O)Nc1cccc([N+](=O)[O-])c1,12,2,3,5,-5,-4,-2,-0.2,99,3.6
Cc1c(C(=O)NNC(=O)c2cccnc2)cccc1[N+](=O)[O-],-4,-2,1,-3,-12,1,6,-0.1,89,0.2
CC(C)COc1cccc(C(=O)NC(=S)Nc2cccc(NC(=O)c3ccccc3Cl)c2)c1,3,1,0,-5,6,-2,1,0.0,100,0.8
CC(C)(CO)NC(=O)CCCOc1ccc(Cl)cc1Cl,9,0,0,-9,8,3,-1,0.4,98,2.2
O=C(NC(n1ccc(=O)[nH]c1=O)C(Cl)(Cl)Cl)C12CC3CC(CC(C3)C1)C2 (centres undefined),13,-3,0,-2,-3,-2,0,-0.1,96,-0.7
O=C1c2ccccc2C(=O)N1CNc1ccccc1,-1,0,1,-4,7,10,2,-0.2,98,-0.9
COc1ccc(N/C(=N\c2nc(C)cc(C)n2)NC(C)=O)cc1OC,-5,-4,0,·,0,-1,-1,0.3,102,1.6
CN(C)S(=O)(=O)N1CCC(CO)(Cc2cccc(C(F)(F)F)c2)CC1,1,-4,-2,-6,-1,0,2,0.0,95,0.5
CCc1nn(C(C)C(=O)NCCc2ccc(OC)c(OC)c2)c(=O)c2cc3occc3n12 (centres undefined),5,-1,-1,·,-4,1,6,-0.1,114,3.1
Cc1cccc2sc(N(CCCN(C)C)C(=O)c3ccc(C(=O)c4ccccc4)cc3)nc12,6,3,0,-6,-4,33,-13,1.4,105,-0.2
COc1c(C)cc(C(O)c2ncc(-c3ccccc3F)[nH]2)cc1C (centres undefined),-5,2,1,-13,-7,-10,-12,0.2,91,-0.3
CCCCn1nnnc1C1(C)CCC(=O)N1Cc1cccc(F)c1 (centres undefined),·,0,·,-11,·,-3,·,0.0,95,1.7
CCOC(=O)CSc1nc(-c2ccccc2)cc(C(F)(F)F)n1,-12,-2,1,-1,1,2,-22,0.1,88,1.2

mol,Vif inh,HTR2A ag,N-glyco inh,CaV13 ICDI inh,PDI inh,Granule exo inh,Cardio protect,aDG glyco act,ABCB6 inh MLPCN,iPSC survival up
Cc1ccc(CNC(=O)C2CCC(=O)N(CCc3cccc(F)c3)C2)cc1 (centres undefined),-4,6,0,-6,-2,-1,-4,0.0,93,0.5
COc1ccccc1C1CC(c2ccc(NS(C)(=O)=O)cc2)=NN1S(=O)(=O)c1ccccc1 (centres undefined),-1,-4,-2,-3,4,-3,-10,0.3,104,-0.4
O=C(NCC1CCCN1S(=O)(=O)c1cccs1)c1cccc([N+](=O)[O-])c1 (centres undefined),4,6,-1,-6,-1,-1,-1,0.3,98,-0.6
Cn1c(=O)c2c(O)c([N+](=O)[O-])c(=O)n(C)c2n(C)c1=O,·,2,0,-20,6,9,-2,0.1,101,0.0
Cc1ccc2[nH]c(=O)c(CN(C(=O)c3cccs3)c3ccccc3)cc2c1,-7,0,-5,-2,-3,-6,2,0.4,97,-0.7
COCCNS(=O)(=O)c1ccc(-c2ccc(C)cc2)cc1,·,1,2,-6,-6,-1,-12,0.6,102,0.2
CC(=O)N(C)c1ccc(NC(=O)N2CCOCC2)cc1,2,-3,1,-21,-3,0,2,-0.1,97,-0.3
Cc1ccc(CNS(=O)(=O)c2ccc(Cl)s2)cc1,6,9,2,-12,6,-5,-3,0.1,83,2.7
C[C@H](CO)N1C[C@H](C)[C@@H](CN(C)Cc2ccc(-c3ccccc3)cc2)Oc2ncc(C#C[C@@H](C)O)cc2C1=O,0,-5,-2,-6,8,0,0,0.2,101,-2.1
CN(CCOC(=O)c1ccccc1)Cc1ccccc1,5,-3,1,-4,4,-7,0,0.2,101,1.2
CCOC(=O)c1c(-c2ccccc2)csc1NC(=O)c1ccc(S(=O)(=O)N2CC(C)OC(C)C2)cc1 (centres undefined),14,-2,-1,-8,16,-3,-3,0.1,96,-1.3
CC(=O)c1ccc(-c2nnc(CCC(=O)N(C)Cc3cccc4cnccc34)o2)s1,-1,-3,-3,3,-1,2,2,-0.3,96,1.3
COCCNC(=O)COC(=O)/C=C/c1cnc2ccccc2n1,26,1,1,-4,3,3,1,-0.2,100,2.8
CCC(CO)Oc1cc(NCc2ccccn2)c2ncn(C(C)C)c2c1 (centres undefined),3,-4,0,-5,-4,2,4,-0.3,97,3.1
CCN(CC(=O)Nc1c(F)cccc1F)C(=O)c1cccc(S(=O)(=O)N2CCCCCC2)c1,2,5,0,-5,-5,0,2,0.1,95,-0.5
Cc1c(C(=O)O)sc(S(=O)(=O)N2CCN(C(=O)Cc3ccccc3)CC2)c1C(=O)O,-11,3,1,-15,9,2,-4,0.2,104,-0.7
Cc1cc(N2CCN(c3ccccc3)CC2)nc2ccccc12,6,1,-2,-6,12,89*,-4,0.0,97,-0.3
O=C(c1ccc2ccccc2c1)N1CCN(S(=O)(=O)/C=C/c2ccccc2)CC1,14,-4,0,5,-2,5,-15,0.9,90,0.4
O=C(CCCCC(=O)NNC(=O)COc1ccccc1)NNC(=O)COc1ccccc1,24,-6,0,-3,-12,-4,2,0.1,96,-0.8
O=C(O)c1cncc(C#Cc2ccccc2)c1,-13,2,2,-18,2,10,-3,0.0,97,-0.4

mol,Vif inh,HTR2A ag,N-glyco inh,CaV13 ICDI inh,PDI inh,Granule exo inh,Cardio protect,aDG glyco act,ABCB6 inh MLPCN,iPSC survival up
COc1ccc(NC(=O)CSc2nc3sc(C)cc3c(=O)n2C)cc1,-12,4,1,-4,11,0,-14,0.0,102,0.2
CC(C)C(=O)Nc1nnc(S(=O)(=O)N2CCc3ccccc32)s1,·,3,-1,-6,0,0,4,0.0,102,1.3
CCS(=O)(=O)Nc1cccc(C2=NN(S(C)(=O)=O)C(c3ccccc3)C2)c1 (centres undefined),-9,-1,-3,-3,4,2,9,0.1,112,0.5
NC1=NC(=O)CC(C(=O)NCCc2ccccc2)S1 (centres undefined),1,-3,0,-4,-2,-9,8,4.3,96,-1.5
CCOC(=O)CSc1nc2cc(C(F)(F)F)cnc2n1C,-2,0,2,-2,-3,-3,1,0.0,104,-0.5
Nc1nc2nc[nH]c2c(=O)[nH]1,-5,2,8,·,-4,3,1,-0.1,99,2.9
O=C1NC[C@H](Cc2ccc(O)cc2)N(C[C@@H]2CCCN2C[C@H](Cc2ccccc2)N2C[C@H](Cc3ccc(O)cc3)N(CCc3ccccc3)C(=O)C2=O)C1=O,·,0,·,-6,·,-3,·,-0.2,93,3.0
Cc1ccc(NC(=O)c2ccccc2)s1,2,3,-14,-6,3,5,-17,-0.1,95,-4.1

# Assay outcomes (PubChem)
